Peg3 promoter = Peg3 promoter activity inhibition; inhibition, % at 20 µM; HeLa PEG-Prom luciferase reporter, luminescence, overnight; AID 588405; hit rate 1.7% among 360,000;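 active means inhibition of at least 50% at 20 µM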
CaV13 ICDI inh = Disruptors of the CACNA1D IQ motif to Ca2+-dependent inactivation inhibitor domain association, primary screening, Förster resonance energy transfer in intact living …. inhibition, % at 12.3 µM. AID 743397. HEK cells, CFP/YFP FRET ICDI-IQ, plate reader, 10 min; percent FRET-ratio fall versus neutral wells. hit rate 0.098% among 340,000;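 active means mean replicate inhibition of at least 30% and at least 1% of replicates passing that level; inconclusive means only one of the two criteria is met; inactive means neither criterion is met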;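 further: 0% = median of the neutral control wells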
NR2E3 ag-1 = human photoreceptor-specific nuclear receptor agonism. Q9Y5X4. AID 602229. inhibition of corepressor binding, % at 3.98 µM. CHO-S Gal4-NCOR/VP16-NR2E3 two-hybrid, luciferase. hit rate 0.35% among 360,000;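 active means inhibition above the mean of all tested compounds plus 3 SD, cut at about 70% in these data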;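 further: 0% = DMSO with NR2E3 transfected cells and 100% = cells lacking NR2E3 construct; higher means lower luciferase signal from less NR2E3 corepressor binding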
Target sequence (Q9Y5X4 whole entry, looked up, the tested form may be a part): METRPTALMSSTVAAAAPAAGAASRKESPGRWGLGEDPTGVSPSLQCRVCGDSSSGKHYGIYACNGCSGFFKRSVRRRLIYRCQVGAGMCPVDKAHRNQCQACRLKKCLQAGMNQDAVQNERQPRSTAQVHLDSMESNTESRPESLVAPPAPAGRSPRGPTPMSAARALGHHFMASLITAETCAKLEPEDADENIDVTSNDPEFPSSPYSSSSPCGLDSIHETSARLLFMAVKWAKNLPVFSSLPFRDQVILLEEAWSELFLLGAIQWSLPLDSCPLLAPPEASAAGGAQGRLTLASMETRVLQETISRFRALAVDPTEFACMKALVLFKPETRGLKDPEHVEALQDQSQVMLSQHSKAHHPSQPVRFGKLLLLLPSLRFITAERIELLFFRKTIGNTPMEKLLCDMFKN
Shn3 inh set2 = Schnurri-3 reporter inhibition in Clone20 osteoblasts; Clone20 osteoblast Shn3 3'UTR firefly luciferase, 24 h; AID 588674; inhibition, % at 12.5 µM; hit rate 0.52% among 360,000;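 active means mean inhibition of at least 75% with every replicate also reaching 75%; inconclusive means mean inhibition at least 75% but some replicate below; inactive means mean inhibition below 75%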;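 further: 0% = median of neutral control wells and 100% = pilot-screen positive control compound; some compounds past the cut are filed as inactive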
NR2E3 ag-2 = NR2E3 (human) agonism. Q9Y5X4. GST-NR2E3/biotin-RetCOR TR-FRET, 1536-well. inhibition of corepressor binding, % at 4.78 µM. hit rate 0.12% among 320,000. AID 2300;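 active means percent inhibition above the cutoff of mean plus 3 SD of all tested compounds, set per screening campaign, cut at about 20% in these data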;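 further: 0% = DMSO wells and 100% = biotin wells as full block of FRET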
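System: GST-tagged NR2E3 plus biotinylated RetCOR corepressor; Amount: 1.35 nM GST-tagged NR2E3 final; Dosing: single nominal compound dose of 4.8 µM; Schedule: 5 h incubation at 4 °C; Technique: TR-FRET with europium anti-GST and streptavidin-D2, 340 nm excitation; Controls: biotin wells as high control, 0.6% DMSO wells as low control.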
CF NFkB block = inhibitors of cystic fibrosis induced NF-kB | KKLEB NF-kB-GFP reporter, PAF-induced, GFP fluorescence overnight | inhibition, % at 5 µM | hit rate 0.86% among 360,000;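 active means at least 50% inhibition at 5 µM, scaled per plate between neutral and stimulator controls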;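 further: PAF is a Pseudomonas aeruginosa culture filtrate used as stimulus; plate controls were PAF-stimulated DMSO wells for no effect and unstimulated DMSO wells for full effect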
Vif inh = HIV Vif inhibition. HEK293T cells, Vif self-association by quenched fluorescence, imaging, 24 h. inhibition, % at 7.49 µM. hit rate 0.35% among 340,000; in the data active means inhibition above about 50%, passing the limit was not always enough; inconclusive means no clear call, values can overlap the other calls; inactive means below about 31%; further: some results filed as inactive read as strong as hits
PDI inh = inhibitors of human protein disulfide isomerase | AID 588391 | PDI insulin aggregation turbidity, A650, 90 min | inhibition, % at 10 µM | hit rate 0.052% among 350,000;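 active means mean inhibition across replicates of 30% or more, whatever share of single replicates reach that level; inconclusive means mean inhibition below 30% while every single replicate reaches 30%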;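 further: absorbance from insulin aggregation driven by PDI reduction with DTT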
Target sequence (P07237 whole entry, looked up): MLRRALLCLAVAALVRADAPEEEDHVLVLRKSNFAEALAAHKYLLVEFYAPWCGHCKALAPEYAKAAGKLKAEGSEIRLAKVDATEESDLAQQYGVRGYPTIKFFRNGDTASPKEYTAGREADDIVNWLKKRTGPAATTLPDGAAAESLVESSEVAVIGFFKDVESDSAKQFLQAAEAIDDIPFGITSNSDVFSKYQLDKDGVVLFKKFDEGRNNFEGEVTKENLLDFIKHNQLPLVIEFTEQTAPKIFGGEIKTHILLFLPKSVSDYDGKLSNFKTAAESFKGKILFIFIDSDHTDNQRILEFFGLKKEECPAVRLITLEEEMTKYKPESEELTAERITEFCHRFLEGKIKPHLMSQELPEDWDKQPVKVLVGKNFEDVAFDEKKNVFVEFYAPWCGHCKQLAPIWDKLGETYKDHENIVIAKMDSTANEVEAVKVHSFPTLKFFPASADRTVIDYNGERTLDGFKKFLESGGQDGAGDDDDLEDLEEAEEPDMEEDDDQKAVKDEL
KKLEB tox = counter-screen for CF NF-kB inhibitors: cytotoxicity; AID 602141; activity change (cytotoxicity), % at 5 µM; KKLEB CF airway cells viability, ATPlite luminescence, overnight; hits give low values; cells stimulated with P. aeruginosa culture filtrate; hit rate 0.36% among 360,000;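 active means corrected activity change at or below -50% at 5 µM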
HIF-2a inh = blocks HIF-2a reporter activity; inhibition, % at 18.8 µM; 786-0 RCC cells HIF-2a reporter, luciferase luminescence, overnight; AID 624352; hit rate 0.72% among 360,000;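 active means inhibition of the luminescence signal of 40% or more relative to plate controls, in a single-dose primary screen at 18.75 µM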
MITF TRPM1 inh = reduces MITF-dependent TRPM1 promoter luciferase signal | AID 488899 | hit rate 0.83% among 330,000 | SK-MEL-5 TRPM1 promoter luciferase, 24 h | inhibition, % at 12.5 µM;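 active means mean inhibition across replicates of 60% or more, whatever share of single replicates reaches that level; inconclusive means some that reach 60%, reason not given; inactive means mean inhibition across replicates below 60%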; further: values of inactives mirror those of a sister screen read the other way
Starred values were filed as active, the others as inactive; u = inconclusive; x = no result given.

SMILES	Peg3 promoter	CaV13 ICDI inh	NR2E3 ag-1	Shn3 inh set2	NR2E3 ag-2	CF NFkB block	Vif inh	PDI inh	KKLEB tox	HIF-2a inh	MITF TRPM1 inh
Cc1nc(SCC(=O)N(C)C2(C#N)CCCCC2)c2ccccc2n1	5	-6	-16	-18	0	11	0	-3	-4	6	18
CN(Cc1ccccc1)C(=O)c1ccc(S(=O)(=O)N(C)c2ccccc2)cc1	12	-2	-22	11	x	2	0	-5	-6	10	4
Cc1ccccc1-c1cc(C(=O)NCc2ccco2)nn1CC1CC(c2cccc([N+](=O)[O-])c2)=NO1 (configuration not stated)	25	-9	-11	16	x	8	-2	5	-29	16	x
CNS(=O)(=O)c1cccc(C(=O)OCC(=O)c2ccc(S(=O)(=O)N3CCCCC3)cc2)c1	7	-15	5	4	-1	9	-10	7	11	10	-5
CCOC(=O)N1CCN(Cc2nnc(-c3ccccc3C)o2)CC1	-3	-16	-17	-25	3	-23	-13	-9	3	7	-3
C/C(=N\Nc1nc(-c2ccccc2O)nc2ccccc12)c1ccccc1	-30	1	-6	-11	-4	6	1	17	-4	-51	-30
COCCC1CCCCN1C(=O)c1cc(COc2ccc(C)nc2)on1 (configuration not stated)	-53	-5	26	21	0	69*	-15	-2	-95*	-65	-3
CSc1nc(-c2ccccc2)cn1-c1ccc(NC(C)=O)cc1	-134	-3	-20	-72	2	-2	1	5	-8	-152	-33
C[C@H]1CN([C@@H](C)CO)C(=O)c2cc(NS(=O)(=O)c3ccc(F)cc3)ccc2O[C@H]1CN(C)S(=O)(=O)c1cn(C)cn1	-8	-6	-47	-5	x	21	-14	0	0	0	-7
O=C(O)C1CCCN1S(=O)(=O)c1ccccc1 (configuration not stated)	-15	-7	22	-9	-1	-12	-21	3	-5	5	0
Cc1cc(NC(=O)CSc2nc3c(c(-c4cccnc4)c2C#N)CCC3)no1	17	x	-25	-20	-1	7	0	0	2	-19	3
O=[N+]([O-])c1ccc(N2CCCCC2)cc1	-35	-16	-56	x	-3	-7	5	0	5	-46	-22
O=S(CC(O)(c1ccccc1)c1ccccc1)CC(O)(c1ccccc1)c1ccccc1	19	-17	21	12	x	0	x	2	11	11	x
CCc1cc2c(C)cc(C)cc2nc1SCC(=O)Nc1cc(C)on1	2	2	-17	17	3	28	33	5	-16	15	6
S=c1[nH]nc(CSCCOc2ccc(Cl)cc2Cl)o1	-11	-3	-39	-11	-3	3	-5	3	-7	-54	1
COC(=O)C[C@H]1C[C@H]2c3cc(NC(=O)Nc4ccc(F)cc4)ccc3O[C@H]2[C@@H](CO)O1	8	-7	-33	-8	x	14	-3	-1	-4	-5	x
CSCC[C@H](NS(=O)(=O)c1ccc(C)cc1)C(=O)N1CCC(C(=O)N[C@@H](Cc2ccccc2)C(=O)O)CC1	6	x	-29	-6	-2	5	-6	x	-12	6	6
O=C(CC12CC3CC(CC(C3)C1)C2)Nc1ccccc1N1CCOCC1	12	0	-2	-21	3	6	3	-4	-4	14	-13
CC1C(=O)N2CCCc3cc(NC(=O)C(=O)NCc4cccnc4)cc1c32 (configuration not stated)	-26	-6	-15	-2	3	-22	15	5	-10	2	20
Cc1cc(-c2ccccc2)c2c3c(c(-c4ccccc4)n2n1)c(=O)n(C)c(=O)n3C	8	x	-29	-17	2	-11	u	4	-13	8	1
COc1ccccc1CN1CC(C(=O)NCc2ncccc2C)CCC1=O (configuration not stated)	-6	-10	11	-14	-3	7	-16	3	-15	-16	1
CN(C)S(=O)(=O)c1ccc(NC(=O)COC(=O)c2n[nH]c3ccccc23)cc1	3	x	15	63	4	-7	-1	7	2	-4	18
Cc1ccc(F)c(S(=O)(=O)NC(=O)C2(C)CCN2C(=O)c2ccccc2)c1 (configuration not stated)	-4	-4	-6	-4	x	-5	-11	-39	-11	4	x
COc1ccc(NC(=S)NCCN2CCC(C)CC2)cc1Cl	1	-7	-4	10	1	-1	3	-5	0	11	3
COc1ccc2c(c1)c1ncn(CCc3ccccc3)c(=O)c1n2C	-17	-11	-4	6	4	-11	-1	-3	8	-34	4
COc1cc2c(cc1OC)CN(C(=O)c1ccc(OC)c([N+](=O)[O-])c1)CC2	10	-2	-20	3	-1	-10	-3	-2	2	-5	-7
OC(COCCOc1ccc(Br)cc1)CN1CCN(Cc2ccccc2)CC1 (configuration not stated)	0	-5	-3	56	-1	9	-6	-17	-18	-6	9
Cc1oc2cc3oc(=O)c(CC(=O)NCCCC(=O)O)c(C)c3cc2c1C	-1	-9	-2	10	-2	-1	9	2	11	13	-16
CC(C)N(Cc1ccccc1)S(=O)(=O)c1ccc(-n2cccn2)cc1	26	-5	12	19	x	10	-7	-5	11	12	x
COc1cc(C(=O)N(Cc2ccco2)Cc2cc3ccccc3[nH]c2=O)cc(OC)c1OC	5	-4	11	7	0	-24	-4	-10	7	2	-5
CN(C)CCNC(=O)c1ccc(CS(=O)(=O)c2c(Cl)cccc2Cl)o1	-4	12	-15	-15	-2	-1	-3	x	-6	2	x
COc1ccc(CCNC(=O)c2c(-c3ccccc3)noc2C)cc1OC	2	-9	9	-10	-1	4	12	-6	5	8	3
Cc1ccc(C)c(Cn2nnc3c(=O)[nH]c(C(=O)NCC4CCCO4)nc32)c1 (configuration not stated)	15	-3	-24	-2	2	2	-3	1	6	4	-1
O=S(=O)(c1ccc2ccccc2c1)N1CCCOC1	12	-8	-21	-1	1	-10	u	-6	15	11	-4
CC[C@H](C)[C@@H]1NC(=O)[C@H]([C@@H](C)CC)NC(=O)[C@@H](CC(C)C)NC(=O)[C@H](Cc2ccccc2)NC(=O)[C@H](Cc2ccccc2)NC(=O)[C@@H]2CCCN2C(=O)[C@@H]2CCCN2C(=O)[C@H](C(C)C)NC(=O)[C@H](CC(C)C)NC1=O	-39	-11	-12	30	x	-4	-1	2	4	-10	27
CCOc1ccc(CNc2ccc(S(N)(=O)=O)cc2)cc1	-11	-5	10	-1	-2	1	4	-7	0	-14	1
CCOc1ccc(Nc2ncnc3c2cnn3Cc2ccccc2)cc1	10	-8	-2	20	1	1	-8	3	7	-8	10
CCOC(=O)c1ccccc1NC(=O)CSc1nc(N)cc(=O)[nH]1	3	-3	18	7	1	-62	-6	-2	10	14	-13
Cc1nn(CC(=O)Nc2ccc(Cl)cc2)c(=O)c2cc(-c3ccccc3)nn12	-6	-3	4	4	0	2	3	-13	11	13	6
CC(C)N(C(=O)Nc1ccc2nccnc2c1)C(C)C	-29	-7	-16	-14	5	2	-6	-6	2	-59	-18
CCCc1cc(C(=O)Nc2cccc3ccccc23)n(C)n1	0	-7	-8	19	3	0	-7	3	-1	-7	-8
Cc1cnc2cc(Cl)c(Cl)cc2n1	6	-5	-27	14	1	9	4	-1	-14	13	-3
c1ccc(CCCCc2ccncc2)cc1	-14	-5	4	5	x	-12	7	-2	11	-22	-17
CCCCNC(=O)[C@H](CSCc1ccccc1)N1Cc2ccccc2C1=O	18	-3	-24	-9	-3	10	0	6	-22	17	-7
O=C(Nc1cc2c(oc1=O)CCCC2=O)c1cccc(Cl)c1	-31	-5	-23	0	3	4	-7	6	2	-36	-3
Cc1ccccc1OC/C(O)=C(\C#N)c1nc2ccccc2[nH]1	10	x	-13	6	3	13	10	4	4	3	12
CCOC(=O)N1CCN(C(=O)C2CCCN(c3nc4ccc(OCC)cc4s3)C2)CC1 (configuration not stated)	-10	-7	-30	-17	2	16	-3	11	-6	-26	x
Cn1nc(CC(=O)Nc2ccc3c(c2)OCCO3)c2ccccc2c1=O	17	-5	98*	u	1	-3	x	-3	4	18	19
COc1ccc(S(=O)(=O)N(CCc2ccccc2)CC(=O)N/N=C/c2ccc3c(c2)OCO3)cc1	6	-2	-2	0	1	3	-1	-7	3	18	-3
O=C(NC12CC3CC(CC(C3)C1)C2)N1CCN(S(=O)(=O)c2ccc(Cl)cc2)CC1	0	-6	1	23	0	15	-9	-3	5	34	9
COc1ccc(CCC(C)NC2C3CC4CC(C3)CC2C4)cc1 (configuration not stated)	9	-7	0	11	x	-4	4	-2	-6	-11	10
CN(C(=O)c1ccc(NC(=O)Cc2ccc(NC(=O)C3CCN(C(=O)C4CC4)CC3)cc2)cc1)C1CC1	-9	-5	-4	1	5	-12	-7	0	6	-2	-8
CCc1ccc(NC(=O)CCn2ccnc2C)cc1	17	-5	-8	-10	3	11	3	-7	-4	-5	1
Cc1ccc(CNC(=O)Cc2nc3nc(C)cc(C)n3n2)cc1	6	-7	-6	-11	0	-15	-5	-4	6	22	10
COc1ccc(CNC(=O)c2cc(C(C)=O)c[nH]2)cc1	-1	-6	16	-37	-1	-5	3	-5	-2	13	-7
O=C(OCc1ccccc1)N1CCC2CC1c1cc(-c3ccc4c(c3)OCO4)ccc12 (configuration not stated)	-37	-6	-35	-1	x	3	-2	7	-2	-83	-16
CN(Cc1ccco1)C(=O)CN1C(=O)NC2(CCCC2)C1=O	11	-6	-21	-45	x	16	-2	11	-9	12	2
CC(=O)Oc1ccc(C(=O)Nc2ccccc2NC(=O)c2ccc(OC(C)=O)cc2)cc1	9	-18	-14	2	0	-17	6	-8	-3	17	-17
COc1ccc(CC2(CO)CCN(C(C)COc3ccccc3)CC2)cc1 (configuration not stated)	-5	-6	-18	3	2	13	-9	1	-2	1	1
O=C(/C=C/Nc1ccc(F)cc1F)c1ccco1	-13	-37	-114	-39	2	-10	-2	4	-58*	-73	-2
Going on with the list.
SMILES	Peg3 promoter	CaV13 ICDI inh	NR2E3 ag-1	Shn3 inh set2	NR2E3 ag-2	CF NFkB block	Vif inh	PDI inh	KKLEB tox	HIF-2a inh	MITF TRPM1 inh
CS(=O)(=O)c1ccc(-c2sc3ccccc3c2C#CCCO)cc1	54*	-5	6	-9	x	-4	1	9	3	-9	6
COc1ccc(C(=O)NC(=S)N2CC(C)OC(C)C2)cc1 (configuration not stated)	3	-3	-32	0	1	-2	4	-4	5	16	-2
CCN(CC(=O)NCc1ccc(F)cc1)CC(=O)Nc1ccccc1-c1ccccc1	-1	7	6	-5	7	10	-9	-4	-3	14	11
COCCNC(=O)C1CCCN(Cc2ccccc2-c2ccccc2)CC1 (configuration not stated)	-7	x	-57	0	x	-6	x	6	10	10	x

Compound profiles, from the list above. Order of screens: Peg3 promoter	CaV13 ICDI inh	NR2E3 ag-1	Shn3 inh set2	NR2E3 ag-2	CF NFkB block	Vif inh	PDI inh	KKLEB tox	HIF-2a inh	MITF TRPM1 inh
COc1ccccc1CN1CC(C(=O)NCc2ncccc2C)CCC1=O (configuration not stated) is listed with -6	-10	11	-14	-3	7	-16	3	-15	-16	1
C/C(=N\Nc1nc(-c2ccccc2O)nc2ccccc12)c1ccccc1 is listed with -30	1	-6	-11	-4	6	1	17	-4	-51	-30

No enrichment for hits, and some 3.3% of all compounds hit somewhere here.
